ABCB6 inh 2: ABCB6 transporter inhibitors, primary screen, K562-ABCB6 cells, flow cytometry, MLPCN library. ATP-binding cassette sub-family B member 6 (Homo sapiens), Q9NP58. K562-ABCB6 porphyrin accumulation, 1 h; stronger effect = lower value. fluorescence ratio to DMSO, % at 10 µM. 360,000 tested, 0.19% active;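 active = fluorescence ratio to DMSO below 75%, the collection mean minus 3 SD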;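 also: signal is porphyrin accumulated inside mitochondria; 100% equals median channel fluorescence of DMSO control wells; lower ratio means ABCB6 inhibition with less porphyrin fluorescence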
Target sequence (Q9NP58 whole entry, looked up): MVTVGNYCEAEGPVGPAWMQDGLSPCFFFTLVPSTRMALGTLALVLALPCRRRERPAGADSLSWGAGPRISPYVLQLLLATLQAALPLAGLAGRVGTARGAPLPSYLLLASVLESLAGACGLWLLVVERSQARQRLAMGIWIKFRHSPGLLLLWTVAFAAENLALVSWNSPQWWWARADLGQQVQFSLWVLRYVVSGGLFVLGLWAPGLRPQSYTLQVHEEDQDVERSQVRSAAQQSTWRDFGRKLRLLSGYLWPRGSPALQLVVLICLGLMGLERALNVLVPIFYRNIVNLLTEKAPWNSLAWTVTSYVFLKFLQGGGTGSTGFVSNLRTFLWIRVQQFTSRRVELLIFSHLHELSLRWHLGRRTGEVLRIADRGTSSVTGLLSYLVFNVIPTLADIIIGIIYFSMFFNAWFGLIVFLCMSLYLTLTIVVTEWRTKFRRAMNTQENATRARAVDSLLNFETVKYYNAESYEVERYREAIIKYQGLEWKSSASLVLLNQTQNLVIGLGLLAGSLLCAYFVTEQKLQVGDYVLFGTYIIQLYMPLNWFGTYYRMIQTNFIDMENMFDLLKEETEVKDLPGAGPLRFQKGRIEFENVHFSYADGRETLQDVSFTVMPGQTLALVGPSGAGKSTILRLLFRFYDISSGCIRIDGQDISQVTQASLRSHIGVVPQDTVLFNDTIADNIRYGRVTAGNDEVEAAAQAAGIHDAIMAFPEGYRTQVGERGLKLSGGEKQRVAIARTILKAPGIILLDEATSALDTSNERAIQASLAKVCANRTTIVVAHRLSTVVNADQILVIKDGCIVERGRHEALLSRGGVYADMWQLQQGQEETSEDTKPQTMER
Granule exo inh: LAMP-1 surface exposure blockers, TALL-104 cells – cell-based, flow cytometry, MLPCN library, primary screen; inhibition, % at 10 µM; AID 651702, 2012; TALL-104 LAMP-1 surface exposure; cells stimulated with thapsigargin and PMA; 360,000 tested, 0.66% active;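 active = inhibition above about 55%, limit read from the data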
hiPSC survival: enhancers of single-cell hiPSC survival, primary screen, ATPlite luminescence | 100% = ROCK inhibitor wells, 0% = DMSO | survival enhancement, % at 20 µM | 360,000 tested, 0.044% active | AID 602274, 2012; in the data active = survival enhancement above about 18%;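 also: cells exposed to compounds for 16 hours before the ATP read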
H9c2 protect: cardioprotection against H2O2-induced cell death, primary screen, uHTS, H9c2 cells, ATPLite luminescence. 360,000 tested, 0.63% active. protection from H2O2 cell death, % at 20 µM. H9c2 cardiomyocytes, H2O2 injury protection, 2 h;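 active = compounds giving at least 50% protection of heart cells from peroxide-induced death in the single-dose screen, raw or plate-pattern-corrected value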;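 also: 0% = DMSO wells with peroxide and 100% = DMSO wells without peroxide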
ABHD5-PLIN5 inh: ABHD5-PLIN5 interaction inhibitors, primary screen, cell lysate, split luciferase complementation, luminescence | inhibition, % at 4 µM | AID 602281, 2012 | Perilipin-5 (Homo sapiens) + 1-acylglycerol-3-phosphate O-acyltransferase ABHD5 (Homo … | 360,000 tested, 0.78% active | Split G. princeps luciferase complementation, 4 h;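 active = inhibition above the mean inhibition across every tested compound plus 3 SD, cut at about 22% in these data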;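 also: 0% = DMSO only wells and the 100% control is not disclosed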
MC4R antagonist: MC4R antagonists of cAMP signaling, primary screen, cell-based, TR-FRET, antagonist arm of biased-ligand search | Melanocortin receptor 4 (Homo sapiens), P32245 | MC4R-expressing cells, MTII-stimulated cAMP, LANCE TR-FRET | inhibition, % at 6.5 µM | 360,000 tested, 0.48% active | AID 540295, 2011;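 active = inhibition above its plate's cutoff, the mean of tested wells on that plate plus 3 SD, cut at about 29% in these data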;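 also: 0% = Melanotan II alone and 100% = Melanotan II plus saturating MCL0020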
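Assay system: human MC4R-expressing U2OS cells; reagent: Melanotan II stimulation of cells; dosing: 6.5 µM single dose; timing: compound 30 min, challenge 1 h, detection 1 h; signal: TR-FRET cAMP assay; replicates: one well per compound, no replicates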
Glyco luc inh: increase of ERlucT glycosylation luciferase signal, primary screen, N-linked glycosylation inhibitor project, D54 ERlucT cells, luminescence, set 2. D54 ERlucT glycosylation luciferase reporter, 24 h; percent of 100 nM tunicamycin response. reporter increase, % at 12.5 µM. 360,000 tested, 0.23% active;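 active = mean luciferase reporter signal, scaled so untreated is 0 and the glycosylation-blocking control 100, at or above a set limit in every replicate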;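 also: luciferase carries N-glycosylation sites so blocking glycosylation raises the light; 0% = median of neutral control wells and 100% = median of 100 nM tunicamycin wells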
MC4R ag barr: MC4R agonists recruiting beta-arrestin, primary screen, cell-based, luminescence, agonist arm of biased-ligand search; U2OS MC4R beta-arrestin complementation; percent of melanotan II response, DMSO zero; activation, % at 8.9 µM; 360,000 tested, 0.98% active; AID 540308, 2011;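 active = activation above a per-plate cutoff, the mean activation of sample wells on that plate plus 3 SD, cut at about 8% in these data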
aDG glyco act: activators of alpha-DG glycosylation, primary screen, uHTS, Pro5-aDG cells, AlphaScreen | 360,000 tested, 0.22% active | AID 624168, 2012 | alpha-DG glycosylation AlphaScreen (IIH6); 0% Pro5, 100% B10-LARGE cell signal | activation, % at 10 µM;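 active = activation of at least 8% versus controls, or a plate z-score of at least 8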;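 also: Pro5 are CHO cells carrying HIG-tagged alpha-DG that lacks glycosylation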
HTR2A ag: mouse Htr2a agonists via beta-arrestin recruitment, primary screen, cell-based, luminescence. CHO-K1 mHTR2A beta-arrestin complementation; percent of 30 µM serotonin response. activation, % at 7.6 µM. 360,000 tested, 0.66% active. AID 624169, 2012;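 active = activation above a run cutoff, the mean activation of all tested compounds plus 3 SD, cut at about 14% in these data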;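 also: 0% = plate median of compound wells and 100% = 30 µM serotonin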
* = called active by the depositor; nt = not tested or not shown.

SMILES	ABCB6 inh 2	Granule exo inh	hiPSC survival	H9c2 protect	ABHD5-PLIN5 inh	MC4R antagonist	Glyco luc inh	MC4R ag barr	aDG glyco act	HTR2A ag
CCOC(=O)c1cc(-c2ccccc2C)n(CC2CC(c3ccc(OC)cc3)=NO2)n1 (stereo not drawn)	96	24	0.4	-6	2	6	0	-0.6	0.0	-1
COCCN1C(=O)C(=O)/C(=C(/O)c2cccc(S(=O)(=O)N(C)C)c2)C12C(=O)N(C)c1ccccc12 (stereo not drawn)	114	0	2.1	14	-2	-5	3	-1.8	-0.1	-4
CCOc1ccc(CCNC(=O)C2CCCN(c3nnc(-n4cccc4)s3)C2)cc1OCC (stereo not drawn)	100	-1	8.3	13	5	1	0	-2.1	0.5	-1
CCn1c(SCC(=O)Nc2cccc(F)c2)nc2c(c1=O)SC(C)C2 (stereo not drawn)	101	1	0.4	-1	-1	20	3	-1.5	-0.2	-3
CC(C)C(C(=O)O)N1C(=O)/C(=C/C=C/c2ccco2)SC1=S (stereo not drawn)	103	2	1.9	0	0	4	0	-2.9	0.4	-3
COc1ccc(C)cc1NC(=O)C(Sc1nnc(Nc2cc(C)ccc2OC)s1)c1ccccc1 (stereo not drawn)	96	-2	-1.0	-5	1	10	-2	-0.5	-0.2	-1
COc1ccccc1C(=O)COC(=O)C(CCSC)NC(=O)COc1ccccc1 (stereo not drawn)	92	2	-0.4	0	3	7	-1	-2.4	-0.1	-5
CCn1c(SCC(=O)NCc2ccccc2)nnc1-c1ccccc1O	95	-7	-0.2	7	-1	15	-1	1.9	0.1	-3
OCCN=Cc1c(O)[nH]c2ccccc12	101	-6	5.3	14	-2	2	1	0.6	-0.1	2
CCCOC(=O)C(C)n1cnc2sc(C)c(C)c2c1=O (stereo not drawn)	95	3	1.4	6	-2	9	1	-2.0	0.0	-1
COc1ccccc1/C=N/NC(=O)CNC(=O)c1ccccc1	98	-5	0.1	12	8	7	2	-1.2	0.0	7
O=C(CCOc1ccccc1)Nc1ccc(S(=O)(=O)Nc2ncccn2)cc1	97	10	0.1	0	0	3	2	-0.9	-0.2	2
Cc1ccc(-c2nc3ccccc3[nH]2)cc1NC(=O)/C=C/c1ccco1	96	1	-1.0	21	18	0	-2	-1.1	-0.3	-3
O=C(Nc1ccc(N2CCN(Cc3ccccc3F)CC2)cc1)c1ccc([N+](=O)[O-])o1	101	5	-0.4	-21	1	-7	-12	-4.1	-0.5	-1
Cc1nc(NCc2cccnc2)c2c3c(sc2n1)CC(C)CC3 (stereo not drawn)	100	0	1.0	2	0	10	1	-2.3	0.8	-4
O=C(CCCn1cnc([N+](=O)[O-])n1)Nc1cccc(Cl)c1Cl	72*	-2	-0.9	2	-2	9	3	1.4	0.2	3
COc1ccccc1NC(=O)Nc1nnc([C@@H]2C[C@H](O)[C@@H](CO)O2)s1	116	-2	1.4	-3	9	5	1	-1.4	0.9	3
COC(=O)c1c(NC(=S)NNS(=O)(=O)c2ccc(OC)cc2OC)sc2c1CCCCCC2	93	1	-0.4	2	4	16	0	1.7	-0.1	1
Cc1cc2occ(CC(=O)NC3=NCCS3)c2cc1C(C)C	101	3	1.4	-2	0	-1	2	-1.0	-0.2	-1
COc1ccc(Cl)cc1NC(=O)c1c(-c2ccccc2)noc1C	99	1	0.7	-16	-1	-1	1	27*	0.0	3
CCc1ccc(OCC(=O)Nc2ccc3c(c2)OCCO3)cc1	94	-3	-0.6	-14	13	5	0	-0.1	-0.1	-4
COc1cccc(S(=O)(=O)Nc2ccc(C(O)(C(F)(F)F)C(F)(F)F)cc2)c1	100	9	0.8	-7	-6	7	1	4.0	-0.3	-8
C/C(=N\NC(=O)CNc1cccc(Cl)c1C)C1CC1	94	4	0.2	2	3	-3	0	-0.9	-0.5	-2
C=CCn1c(SCC(=O)Nc2nccs2)nnc1-c1ccco1	97	-1	0.7	8	7	5	2	2.6	0.2	6
Cc1nc(Nc2ccc(F)cc2)nc(Nc2ccc(F)cc2)c1[N+](=O)[O-]	97	-8	0.4	-21	-3	10	-4	13*	-0.2	-1
O=C(Nc1ccc(F)cc1)C(c1cc2ccccc2o1)N1CCN(c2cccc(C(F)(F)F)n2)CC1 (stereo not drawn)	nt	-8	nt	nt	-1	nt	nt	nt	0.2	-3
COc1cccc(Cn2cc(N)cn2)c1	98	-4	-0.7	-7	-26	10	7	-1.8	0.3	-2
CC12C(=O)N(c3ccccc3)C(=O)C1C(c1ccccc1)N1CCCN12 (stereo not drawn)	100	-3	0.3	0	-5	8	-1	-2.3	0.0	2
CCCS(=O)(=O)n1nc(-c2ccccc2)cc1N	99	2	-2.6	-5	1	5	0	-0.7	-0.2	-1
O=C(O)CCc1ccc(-c2ccccc2)n1NC(=O)c1cccs1	104	0	-1.0	1	-2	0	2	0.4	-0.3	3
O=C1NC(=O)c2cc(NC(=O)C3CCCCC3)ccc21	92	2	-2.8	9	1	6	3	-1.9	-0.2	-3
O=C(c1cccc(Cl)c1)C1CCCN(S(=O)(=O)c2ccccc2)C1 (stereo not drawn)	86	-1	-0.2	-10	-6	2	2	-2.5	0.4	2
Cc1cccc(CNC(=O)C2CCC(=O)N(CCc3cccc(F)c3)C2)n1 (stereo not drawn)	94	1	-0.1	-2	-1	10	0	-0.3	2.9	10
Cc1ccc(N2C(=O)S/C(=C/c3cn(C)c4ccccc34)C2=O)cc1	101	0	-1.0	-6	-2	8	2	2.5	-0.4	-4
COc1ccc(C(=O)NC(C)c2nnc(SCC(=O)Nc3nc(C)cs3)n2C)cc1 (stereo not drawn)	93	4	-0.8	8	-2	5	1	-1.1	-0.2	6
Cn1c(=O)n(CCOc2ccc([N+](=O)[O-])cc2)c2ccccc21	98	-5	-0.3	-2	8	4	3	0.4	0.1	8
CCN(CC)S(=O)(=O)c1ccc(C(=O)NCC(=O)N/N=C/c2ccccc2OC)cc1	95	6	-0.5	5	-3	0	-1	-0.8	0.1	-3
CN(Cc1cccs1)C(=O)CCCc1c[nH]c2ccccc12	109	-1	-4.6	-11	-13	9	-2	1.8	0.5	-4
CCOc1ccc(N(CC(=O)Nc2nccs2)S(=O)(=O)c2c(C)noc2C)cc1	105	0	2.9	-3	-1	-9	1	3.0	0.0	-4
Oc1c(CN2CCCC2)cc(COCc2ccccc2)c2cccnc12	99	13	-1.7	26	0	0	-10	0.0	0.2	-10
Cc1nnc(N2CCC(C(=O)N3CCCCCC3)CC2)c2nn(-c3ccc(Cl)cc3)c(C)c12	100	-22	-0.5	-11	10	9	7	-2.2	2.5	5
CC1Cc2ccccc2N1C(=O)c1cnsn1 (stereo not drawn)	102	0	-1.5	3	1	6	-1	0.6	0.0	-1
CC(=O)C1CCN(Cc2ccccc2)CC1	120	-3	0.4	-2	12	-3	0	0.5	-0.3	-1
CC(=O)c1ccc(OCC(O)CN2CCC(C)CC2)cc1 (stereo not drawn)	98	5	-0.6	7	4	9	-3	-0.7	-0.1	-1
CN(C)C(=O)CCc1ccc2c3c([nH]c2c1)[C@]1(C)[C@@H](C(=O)N2CCOCC2)C[C@H](CC(=O)NCc2ccco2)C(=O)N1CC3	99	-1	0.0	2	-4	8	-1	-0.1	0.0	1
Cc1ccc(NC(=O)NNC(=O)C2CC(c3cccnc3)=NO2)cc1 (stereo not drawn)	93	3	-1.5	4	-1	1	6	1.8	-0.2	2
COc1ccc(S(=O)(=O)N2CCCCC2)cc1NC(=O)CNc1ccccc1C(C)=O	95	4	-0.2	-5	0	1	0	-2.1	0.4	-2
COc1ccccc1NC(=O)CN1CCSc2ccccc21	99	14	1.0	12	-6	-1	-1	1.4	0.5	-1
CCOC(=O)c1c(NC(=O)CSc2nnnn2CC)sc(C)c1C	93	1	-0.7	-7	-5	4	-1	-0.3	-0.4	-1
O=C1CCc2cc(S(=O)(=O)NCc3ccccc3)cc3c2N1CC3	99	4	-0.3	-2	2	2	0	-3.2	0.0	-2

Three entries from above, ordered by formula weight, smallest number first.
SMILES	ABCB6 inh 2	Granule exo inh	hiPSC survival	H9c2 protect	ABHD5-PLIN5 inh	MC4R antagonist	Glyco luc inh	MC4R ag barr	aDG glyco act	HTR2A ag
Cc1nc(Nc2ccc(F)cc2)nc(Nc2ccc(F)cc2)c1[N+](=O)[O-]	97	-8	0.4	-21	-3	10	-4	13*	-0.2	-1
CCOc1ccc(N(CC(=O)Nc2nccs2)S(=O)(=O)c2c(C)noc2C)cc1	105	0	2.9	-3	-1	-9	1	3.0	0.0	-4
COCCN1C(=O)C(=O)/C(=C(/O)c2cccc(S(=O)(=O)N(C)C)c2)C12C(=O)N(C)c1ccccc12 (stereo not drawn)	114	0	2.1	14	-2	-5	3	-1.8	-0.1	-4

New compounds follow
SMILES	ABCB6 inh 2	Granule exo inh	hiPSC survival	H9c2 protect	ABHD5-PLIN5 inh	MC4R antagonist	Glyco luc inh	MC4R ag barr	aDG glyco act	HTR2A ag
COc1ccc(-c2noc(-c3ccoc3C)n2)cc1	99	-8	0.4	-10	6	-5	-5	-0.8	0.2	0
CNC(=O)C1(C)C=CCN1C(=O)c1ccccc1 (stereo not drawn)	103	-1	1.0	2	-4	-1	2	-1.4	-0.1	4
CCCCCOC(=O)Cc1c(O)c2ccccc2n(C)c1=O	82	3	-1.1	8	-8	-4	-1	-2.9	-0.2	-1
COc1ccc(Cl)cc1CSc1ncn[nH]1	99	-4	-0.3	0	-1	5	-2	-1.1	0.1	2
C#CCOCCOCCOCCNc1nc(N2CCN(C(=O)CCCCCCCCCCNC(=O)[C@H](CO)n3cc(CCCSC)nn3)CC2)nc(N2CCN(C(=O)CCCCCCCCCCNC(=O)[C@H](CCCCN)n3cc(CCO)nn3)CC2)n1	92	1	2.4	2	49*	8	-5	0.6	0.3	0
NC(=O)CN1CCN(Cc2ccc3c(c2)OCO3)CC1	96	5	-0.7	2	1	-2	2	-0.6	0.0	1
O=C(NCc1ccc(F)cc1)C(=O)NCC1OCCN1S(=O)(=O)c1cccs1 (stereo not drawn)	97	-1	4.7	2	7	11	0	0.6	1.4	-4
CC1Nc2ncnc(N3CCOCC3)c2N(Cc2ccccc2)C1=O (stereo not drawn)	101	-3	3.3	2	8	1	1	-0.1	-0.3	-1
CCn1cc(C(=O)NCc2ccccc2OC)c(=O)c2cc(S(=O)(=O)N(C)C)ccc21	97	-3	0.9	22	2	13	-7	-1.5	-0.1	-4
C=CC(C)(C)O[C@@H]1O[C@H](CO)[C@@H](O)[C@H](O)[C@H]1O	95	1	2.2	3	2	5	2	0.0	-0.1	10

Source: PubChem (several laboratories)
